# Bioassay records from PubChem.
# Avidin fluor = green autofluorescence of compounds with avidin beads – biophysical, 488/530 nm, flow cytometry, artefact control, profiling panel. compound fluorescence 488/530 nm; hits give high values. fluorescence (KMESF) at 10 µM. actives 0.38% (n = 220,000); in the data active = fluorescence above about 47; note: inactives centre near 10
# ABCB1 block = ABCB1 efflux pump inhibitors, primary screen, cell-based, multiplex, flow cytometry, ABCG2 counter-screen | ATP-dependent translocase ABCB1 (Homo sapiens), P08183 | CCRF-Adr cells, JC-1 efflux | inhibition, % at 6.6 µM | actives 0.067% (n = 190,000); in the data active = inhibition above about 40%;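 note: 0% = vehicle and 100% = reference inhibitor; higher value means more JC-1 retained so stronger ABCB1 efflux block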
# Rac1 wt GTP bind = wildtype Rac1 GTP binding modulators, primary screen, biochemical, GST-Rac1 beads, flow cytometry, multiplex; fluorescent GTP binding; actives lie on both sides; 0 = cold GTP competed, 100 = untreated; GTP binding activity (% of control), % at 10 µM; actives 0.27% (n = 190,000); AID 757, 2007;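 active = GTP binding activity at least 20 points away from the 100% control level, either lower or higher; inconclusive = compound flagged as likely green fluorescent, judged across all proteins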
# Rac1 act GTP bind = GTP binding modulators of activated mutant Rac1, primary screen, biochemical, bead-based flow cytometry, multiplex, fluorescent GTP; Ras-related C3 botulinum toxin substrate 1 (Homo sapiens), P63000; GST-Rac1 activated beads; actives lie on both sides; 100% means binding = to untreated wells; percent activity (GTP binding), % at 10 µM; actives 0.11% (n = 190,000); AID 764, 2007;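 active = GTP binding at least 20 percentage points away from the 100% baseline, in either direction, so actives lie on both sides; inconclusive = Compound likely fluorescent itself, or too few beads counted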
# HRas wt GTP bind = modulators of GTP binding to HRas wildtype, primary screen, biochemical, bead-based flow cytometry, multiplex; GST-Ras wt beads, Bodipy-FL-GTP binding; actives lie on both sides; actives 0.14% (n = 190,000); AID 759, 2007; GTP binding activity, % at 10 µM;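 active = GTP binding activity at least 20% away from the 100% baseline, either lowered as inhibitor or raised as activator; inconclusive = flagged as likely green fluorescent, judged across all proteins in the well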;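 note: 0% = unlabeled GTP competition control and 100% = no-compound control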
# Target sequence (P01112 whole entry, looked up): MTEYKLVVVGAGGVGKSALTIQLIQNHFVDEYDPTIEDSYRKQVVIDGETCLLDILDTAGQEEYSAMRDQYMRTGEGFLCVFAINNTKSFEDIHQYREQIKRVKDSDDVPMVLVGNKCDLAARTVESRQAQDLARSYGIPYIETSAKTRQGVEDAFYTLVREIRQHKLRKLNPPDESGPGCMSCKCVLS
# Cdc42 wt = modulators of GTP binding to wildtype Cdc42, primary screen, biochemical, multiplex bead flow cytometry, Bodipy-GTP; GST-Cdc42 beads; actives lie on both sides; percent activity (GTP binding), % at 10 µM; actives 0.2% (n = 190,000); AID 761, 2007;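 active = percent activity GTP binding at least 20 points away from the 100% baseline, either down as inhibitor or up as activator; inconclusive = compound flagged as likely green fluorescent from well-wide comparison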;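 note: median bead fluorescence of bound Bodipy-FL-GTP at 100 nM; 0% = excess unlabeled GTP control and 100% = no compound control; below 100% means less GTP binding so inhibitor and above means activator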
# Target sequence (P60953 whole entry, looked up): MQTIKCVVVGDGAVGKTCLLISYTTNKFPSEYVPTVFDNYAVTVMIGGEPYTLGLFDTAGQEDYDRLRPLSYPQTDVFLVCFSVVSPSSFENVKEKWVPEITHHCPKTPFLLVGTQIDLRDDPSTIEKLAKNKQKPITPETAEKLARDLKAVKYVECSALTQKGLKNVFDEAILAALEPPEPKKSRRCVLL
# ABCG2 inh = ABCG2 efflux pump inhibitors, primary screen, multiplex with ABCB1, IgMXP3 cells, flow cytometry; Broad substrate specificity ATP-binding cassette transporter ABCG2 (Homo sapiens), Q9UNQ0; JC-1 efflux; inhibition, % at 6.6 µM; actives 0.1% (n = 190,000); AID 1325, 2008;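 active = inhibition above 80%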;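 note: 0% = DMSO and 100% = nicardipine control wells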
# Target sequence (Q9UNQ0 whole entry, looked up): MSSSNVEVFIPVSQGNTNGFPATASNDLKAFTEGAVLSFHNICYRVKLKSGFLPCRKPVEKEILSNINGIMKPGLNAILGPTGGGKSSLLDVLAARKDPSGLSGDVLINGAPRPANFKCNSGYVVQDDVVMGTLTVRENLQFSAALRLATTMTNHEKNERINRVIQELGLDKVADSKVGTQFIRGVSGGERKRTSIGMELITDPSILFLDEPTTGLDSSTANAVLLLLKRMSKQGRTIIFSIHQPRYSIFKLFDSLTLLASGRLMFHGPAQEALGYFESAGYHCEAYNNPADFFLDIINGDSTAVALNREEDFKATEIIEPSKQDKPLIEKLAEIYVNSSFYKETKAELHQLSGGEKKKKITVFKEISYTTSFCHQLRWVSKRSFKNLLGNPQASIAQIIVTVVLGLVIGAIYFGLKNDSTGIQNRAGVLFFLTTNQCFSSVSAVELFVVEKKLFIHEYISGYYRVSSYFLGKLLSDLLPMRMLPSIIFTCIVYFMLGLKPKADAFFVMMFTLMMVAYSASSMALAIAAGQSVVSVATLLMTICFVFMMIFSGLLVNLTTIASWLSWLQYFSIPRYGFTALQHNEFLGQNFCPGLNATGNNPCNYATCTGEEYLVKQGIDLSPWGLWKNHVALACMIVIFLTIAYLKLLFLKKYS
#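 material = IgMXP3 (ABCG2) plus far-red-tagged CCRF-Adr (ABCB1) cells | amount = 3 million cells/mL, equal mix of both lines | also added = JC-1 transporter substrate | dosing = one concentration, 6.6 µM final | schedule = 10 min at 25 °C | measured by = flow cytometric JC-1 green MFI at 530 nm | read-out basis = percent efflux inhibition, scaled nicardipine 100% to DMSO 0%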
# Rab7 wt modul = modulators of GTP binding to Rab7, primary screen, biochemical, wildtype, multiplex bead flow cytometry. actives 0.055% (n = 190,000). GTP binding activity (percent of control), % at 10 µM. AID 758, 2007. Rab7 GTPase wild type (dog), Bodipy-FL-GTP binding. GST-Rab7 beads, fluorescent GTP binding; actives lie on both sides; untreated = 100%, excess cold GTP = 0%;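 active = fluorescent GTP binding to Rab7 beads changed by at least 20 points from the 100% baseline, either direction, mostly lower; inconclusive = compound itself probably fluorescent, or too few beads counted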;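 note: median green fluorescence of bound Bodipy-FL-GTP per Rab7 bead population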
# Rab2 wt GTP = modulators of GTP binding to Rab2A wildtype, primary screen, biochemical, dog, bead-based flow cytometry, multiplex | Ras-related protein Rab-2A (Canis lupus familiaris), P61105 | GST-Rab2 wt beads, Bodipy-GTP binding | GTP binding activity, % at 10 µM | actives 0.19% (n = 190,000);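 active = GTP binding activity at least 20 points away from 100%, either lowered or raised; inconclusive = signal likely due to the compound's own green fluorescence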;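 note: 0% = beads with excess unlabeled GTP and 100% = no-compound control corrected for plate trend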
# Pf gametocyte = late stage P. falciparum gametocyte viability inhibitors, primary screen, ATP luminescence, HTS; P. falciparum stage V gametocytes, 24 h; actives 0.065% (n = 150,000); AID 743093, 2013; inhibition, % at 10.9 µM;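 active = inhibition above the mean plus 3 SD of compounds within the control limits, set per campaign, cut at about 38% in these data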;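 note: 0% = DMSO wells and 100% = medium only without gametocytes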
# Mcl1 Noxa PPI = Mcl-1/Noxa binding inhibitors, primary screen, biochemical, TR-FRET, 1536-well | Induced myeloid leukemia cell differentiation protein Mcl-1 (Homo sapiens), Q07820 | TR-FRET Mcl-1/Noxa peptide binding, 2 h | inhibition, % at 21.7 µM | actives 1.5% (n = 220,000) | AID 1022, 2008;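 active = compounds that cut the protein-peptide binding signal by more than 50% relative to plate controls in a single-dose test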;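 note: His-tagged Mcl-1 with rhodamine Noxa BH3 peptide and terbium anti-His antibody; 0% = Mcl-1 plus Noxa peptide wells and 100% = peptide-only wells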
# An asterisk follows results filed as active; u = inconclusive; x = no result given.
SMILES,Avidin fluor,ABCB1 block,Rac1 wt GTP bind,Rac1 act GTP bind,HRas wt GTP bind,Cdc42 wt,ABCG2 inh,Rab7 wt modul,Rab2 wt GTP,Pf gametocyte,Mcl1 Noxa PPI
CCOC(=O)Cc1cnc(NC(=O)Cn2nnc(-c3ccc(OCC)cc3)n2)s1,12,0.1,104,98,98,100,-3,101,99,-15,10
O=c1ccn(-c2cccc(C(F)(F)F)c2)nc1-c1ccn(-c2cccc(Cl)c2)n1,34,0.6,108,104,106,109,2,103,102,x,4
CCOC(=O)N1CCN(c2c(NCCCN3CCCC(C)C3)c(=O)c2=O)CC1 (stereo unspecified),8,0.4,98,96,97,96,-1,99,99,x,11
CCOC(=O)c1sc(Nc2cccc(C)c2C)nc1C,25,0.8,94,94,94,96,6,96,96,x,0
COc1n[nH]c(C(=O)NCc2ccccc2)c1[N+](=O)[O-],22,0.3,93,93,97,91,1,103,96,14,11
Cc1cc(C)nc(N/N=C/C2=C(N3CCOCC3)C(=C\c3ccc(Cl)cc3)/CC2)n1,2,-0.6,101,100,101,98,-6,98,99,15,36
Cc1nc(CNS(=O)(=O)c2ccccc2F)cs1,6,-0.1,108,100,103,106,0,101,104,x,11
Cc1cc(C=C2C(=O)c3ccccc3C2=O)c(C)n1C,3,0.1,102,98,98,100,2,98,100,13,32
Cc1ccc(N(CC(O)Cn2nc(C)cc2C)S(=O)(=O)c2ccc3ccccc3c2)cc1 (stereo unspecified),14,2.6,105,99,99,98,6,97,98,-4,4
COc1ccc(N2CC(NC(=O)N3CCc4ccccc43)CC2=O)cc1OC (stereo unspecified),23,0.8,97,96,98,96,7,97,97,-15,-13
COC(=O)c1cc(Br)c(=O)n(-c2cccc(F)c2)c1,37,0.3,104,99,102,104,1,100,99,x,15
COc1ccc(NC(=O)CCc2c(C)nc3nc(C)nn3c2C)cc1,13,0.4,103,97,99,97,3,97,96,x,-16
Cc1ccc2c(c1)[C@@H]1CN(C)CC[C@@H]1N2S(=O)(=O)c1ccc(F)cc1,7,0.5,103,102,105,107,4,98,106,x,-46
Cc1cccc(NC(=O)CN2CCSc3ccccc32)c1,24,0.8,99,98,96,95,2,100,97,-12,15
COC(=O)c1ccc(Cn2nc(C)c(Br)c2C)cc1,10,1.3,87,90,90,90,9,91,88,0,0
Nc1nc(=S)[nH]c2c1C1(CCCC1)Cc1ccccc1-2,10,0.1,99,98,103,102,0,102,101,x,-53
CCC1(CC)NC(=O)N(CC(=O)OCC(=O)NC(=O)c2ccccc2)C1=O,8,-0.4,97,92,95,101,-2,97,96,0,7
O=C(O)c1cccc(N=NN2CCOCC2)c1,9,-1.1,99,96,97,97,-2,104,99,-4,1
O=C(NCc1ccco1)c1cccc(S(=O)(=O)N2CCOCC2)c1,14,0.4,103,101,101,103,1,98,100,-17,0
O=C(CN1CCOCC1)N/N=C/C=C/c1ccccc1,11,1.1,104,100,99,96,3,97,97,-21,13
CCC(Sc1nc(-c2ccccc2)c(C#N)c(=O)[nH]1)C(=O)Nc1nnc(C)s1 (stereo unspecified),4,0.3,93,92,94,93,0,94,90,x,11
CCOC(=O)c1noc(C)c1C(=O)Nc1cccc(F)c1,10,1.0,98,96,99,100,12,97,98,10,-15
CC(=O)Nc1ccc(NS(=O)(=O)c2ccc3[nH]c(=O)[nH]c3c2)cc1,20,0.1,94,95,96,91,0,103,99,-15,-1
Cc1ccc(-c2nc3ccccc3[nH]2)cc1NC(=O)c1sc2cc(Cl)ccc2c1Cl,10,0.4,104,102,100,106,-15,100,101,-20,-10
CCn1cc(C(=O)N2CCCCC2)c(=O)c2cc(S(=O)(=O)N3CCC(C)CC3)ccc21,9,0.3,99,95,96,99,1,96,97,8,3

# Other records follow.
SMILES,Avidin fluor,ABCB1 block,Rac1 wt GTP bind,Rac1 act GTP bind,HRas wt GTP bind,Cdc42 wt,ABCG2 inh,Rab7 wt modul,Rab2 wt GTP,Pf gametocyte,Mcl1 Noxa PPI
CC(C)CN(C(=O)CN1CCN(c2ccccc2F)CC1)c1c(N)n(CC(C)C)c(=O)[nH]c1=O,15,-0.2,100,101,101,100,-1,100,103,x,18
CC(C)(C)NS(=O)(=O)c1ccc(Oc2ncc(C(F)(F)F)cc2Cl)cc1,4,0.3,105,101,104,104,0,103,105,-11,-12
O=S(=O)(c1ccc(Br)s1)N1CCCCC1,6,0.4,102,96,98,100,2,99,98,x,-7
Cc1cc(-c2ccccc2)nc(N(C)NC(=O)c2c(F)cccc2F)c1S(C)(=O)=O,10,1.6,103,100,101,97,18,98,101,14,7
CCC1(c2ccc(F)cc2)NC(=O)N(CC(=O)Nc2ccc(C)c(S(=O)(=O)N3CCOCC3)c2)C1=O (stereo unspecified),14,-0.2,100,99,98,98,0,104,97,x,27
O=C(OCCOc1ccc(Br)cc1)c1ccc(Cl)nc1,24,0.5,93,94,98,93,2,99,95,-12,-2
O=C(NCCc1ccccc1)Nc1ccc2c(c1)OCO2,9,0.4,93,94,94,106,8,91,96,-21,2
O=C1CCc2cc(S(=O)(=O)NC(Cc3ccccc3)C(=O)N3CCN(c4ccccn4)CC3)ccc2N1 (stereo unspecified),9,-0.8,103,102,105,104,-4,97,101,-2,5
CCN(CC)S(=O)(=O)c1ccc(OC)c(NC(=O)c2ccc3c(c2)OCO3)c1,15,1.1,u,u,u,u,2,u,u,-1,5
Cc1nc2ccccc2c(=O)n1NC(=O)C1CC1C (stereo unspecified),13,0.5,104,99,98,100,1,95,96,-3,9
O=C1CCc2cc(S(=O)(=O)NC(C(=O)NCc3cccnc3)c3ccccc3)ccc2N1 (stereo unspecified),6,0.0,103,100,97,101,0,97,99,x,-9
O=C1N/C(=N/N=C/c2ccccc2)SC1(c1ccccc1)c1ccccc1,15,0.6,97,96,97,99,3,94,95,-12,10
CN(C)/C=C(\C=O)c1c(Cl)cccc1Cl,10,0.2,100,93,97,98,6,105,97,-5,7
COc1ccccc1N(C)S(=O)(=O)c1ccc(C(=O)OCC(=O)N2CCCCCC2)cc1,9,2.4,98,96,98,96,9,104,96,0,-6
CCc1nn(CC(=O)NCCCN(CC)Cc2ccccc2)c(=O)c2cc3sccc3n12,11,0.1,99,95,98,99,3,101,96,x,0
O=C1c2ccccc2NC(c2cccc(F)c2)N1Cc1ccco1 (stereo unspecified),1,0.0,104,101,101,104,0,101,103,x,38
Cc1cc(C)nc(NC(=O)c2c(-c3ccccc3Cl)noc2C)c1,6,0.5,103,99,102,105,4,102,101,-8,3
CC/C(=N/Nc1ccccc1Cl)c1cnnc(-c2ccccc2)n1,6,0.9,104,98,98,100,9,98,99,-26,-8
COc1ccc(NC(=S)NCCSc2ccc(Cl)cc2)c(OC)c1,40,0.1,107,100,100,104,8,101,101,x,-5
CCn1c2ccccc2c2nnc(SCC(=O)NC(CC(C)C)C(=O)OC)nc21 (stereo unspecified),8,1.2,106,102,102,105,4,99,100,-4,3
O=C(CSc1nc2ccccc2[nH]1)N=Nc1c(O)[nH]c2ccccc12,10,-0.5,101,98,101,96,8,99,99,7,22
Cc1nc2nc(-c3ccco3)[nH]n2c(=O)c1C,10,0.4,104,99,100,102,2,99,98,4,10
C/C(=N\NC(=O)CC1N=C(Cc2ccccc2)NNC1=O)c1ccc(Cl)cc1Cl (stereo unspecified),8,0.2,u,u,u,u,0,u,u,-4,-5
CC1CCCC(C)N1C(=O)C1CCCCC1 (stereo unspecified),13,-0.6,102,98,99,101,0,100,99,-13,7
C=C(Cl)COC(=O)[C@H]1C2C=CC(C2)C1C(=O)O (stereo partly specified),11,0.5,99,103,102,103,1,104,103,x,-6

# The listing continues.
SMILES,Avidin fluor,ABCB1 block,Rac1 wt GTP bind,Rac1 act GTP bind,HRas wt GTP bind,Cdc42 wt,ABCG2 inh,Rab7 wt modul,Rab2 wt GTP,Pf gametocyte,Mcl1 Noxa PPI
Cc1nn(C)c(C)c1N=Cc1c(O)ccc2ccccc12,7,0.9,u,u,u,u,9,u,u,x,-4
O=C1C2C3C=CC(C3)C2C(=O)N1c1ccc(Cc2ccncc2)cc1 (stereo unspecified),25,0.9,104,100,104,104,2,104,105,26,14
CCOC(=O)N1CCC(N2Cc3cccc(C(=O)Nc4ccc(CC)cc4)c3C2=O)CC1,7,3.7,u,u,u,u,6,u,u,-38,1
S=C(Nc1ccccc1)Nc1cc(Cl)ccc1Oc1ccccc1,10,0.1,103,100,100,100,1,101,98,x,3
CCC(C)NC(=O)Cn1nc(C(F)(F)F)c2c1CCC2 (stereo unspecified),11,0.3,103,98,100,101,2,106,103,x,5
CCC(=O)Nc1ccc(C(=O)NNC(=O)C(c2ccccc2)c2ccccc2)cc1,7,-0.2,107,101,101,104,-5,103,100,-2,-6
O=C(Cc1ccccc1)N1CCCC(c2nc(-c3cccs3)no2)C1 (stereo unspecified),39,0.3,102,98,101,100,2,101,101,x,3
CCOC(=O)c1c(N)nn(C(=O)CC)c1-c1ccccc1,18,0.9,97,97,98,96,8,104,101,-61,15
CCCOC(=O)C1C2C=CC3(CN(c4cccc(Cl)c4)C(=O)C13)O2 (stereo unspecified),7,-2.4,100,98,99,101,-3,99,96,x,-10
COc1ccc(OCC(=O)NC(=S)N2CCCc3ccccc32)cc1,13,0.9,104,103,105,106,4,99,104,-9,16
O=C(NCC(=O)N(Cc1cccs1)C(C(=O)NC1CCCCC1)c1cccnc1)c1ccco1 (stereo unspecified),7,0.7,105,99,102,102,1,104,101,-20,-4
Cc1ccc(N=C2CCCCCN2C)c(C#N)c1,12,0.7,104,99,102,100,-10,102,99,13,36
C=C(C)CSc1nc2ncc(Cl)cc2[nH]1,5,0.0,99,97,89,86,3,93,82,25,7
